NS5 inhibitors: Dengue-2 NS5 methyltransferase inhibitors, primary screen, biochemical, confirmation dose response (AID 588689); Dengue-2 NS5 methyltransferase capping enzyme assay, biochemical; higher % means a stronger effect; inhibition, % at 25 µM; hits with a dose series show IC50 in µM; hit rate 0.3% among 340,000; in the data active = a potency from the dose series
NS5 inhibitors pilot replicate: recorded beside NS5 inhibitors, whose call it bears; inhibition, %; measured here: pilot screen replicate inhibition
Active calls of the source: *. Only part of the results is shown; the hit share may differ from the screen's.

SMILES | NS5 inhibitors | others
CCN1C[C@@H]2[C@@H]3C(=O)N(C)C(=O)[C@@H]3[C@](CC)(C(=O)OC)N2C1=NCc1ccccc1 | -4.0% | NS5 inhibitors pilot replicate=4.6
CN(C(=O)CSc1nnnn1-c1ccc(Cl)cc1)C1CCS(=O)(=O)C1 (stereo not given) | 0.0%
Cc1nc(N)nc(N)c1-c1ccc([N+](=O)[O-])cc1 | 2.3%
Cc1onc(-c2ccccc2)c1C(=O)OCc1nnc(-c2ccccc2)o1 | 1.5%
O=C(O)c1ccccc1C(=O)c1cccc2c(F)cccc12 | -19.4%
CSc1ccc(S(=O)(=O)NCC(=O)OCC(=O)NC2(C#N)CCCCC2)cc1[N+](=O)[O-] | -2.2%
Cc1cc(C)c2c(n1)nn1c(N3CCN(c4ccccc4C)CC3)cc(C)nc21 | 4.0%
Cc1cc(C)c(NS(=O)(=O)c2ccccc2)c(C)c1 | -11.3%
COc1cccc(C(=O)OCC(=O)Nc2cc(C)on2)c1OC | -0.8%
C[C@]12c3[nH]c4ccc(Cl)cc4c3CCN1C(=O)[C@@H](CC(=O)NCCc1ccccn1)C[C@@H]2C(=O)N1CCCCC1 | 2.0% | NS5 inhibitors pilot replicate=-4.0

Random excerpt: 2 records from the list, in no set order.
SMILES | NS5 inhibitors | others
Cc1nc(N)nc(N)c1-c1ccc([N+](=O)[O-])cc1 | 2.3%
Cc1onc(-c2ccccc2)c1C(=O)OCc1nnc(-c2ccccc2)o1 | 1.5%

(continued)
SMILES | NS5 inhibitors | others
O=C(CC(NCCN1CCOCC1)C(=O)O)Nc1cccc(Cl)c1 (stereo not given) | 3.0%
COc1cc(COc2ccc(S(=O)(=O)N3CCOCC3)cc2[N+](=O)[O-])ccc1OC(F)F | -1.4%
COc1ccc(CN2C(=O)C(CC(=O)NCCCCc3ccccc3)CC(C(=O)N(C(C)C)C(C)C)=C2C)cc1 (stereo not given) | -5.0%
Cc1cccc(C(C)C)c1NC(=O)COC(=O)c1cc2ccccc2oc1=O | -7.8%
CC(Sc1nnc(-c2ccncc2)n1C)C(=O)NCC(=O)Nc1ccc(F)c(F)c1F (stereo not given) | 4.9%
COc1ccccc1-c1nnc(SC(C)C(=O)N2CCOCC2)o1 (stereo not given) | -3.0%
COC1C(O)C(O)C(O)C(O)C1O (stereo not given) | -2.2%
CC(=O)Nc1ccc(NC(=O)C(C)OC(=O)c2cc(S(=O)(=O)N3CCOCC3)ccc2Cl)cc1 (stereo not given) | 5.8%
CC1CCCCN1C(=O)COC(=O)CSc1ccc(C(N)=O)cc1[N+](=O)[O-] (stereo not given) | 4.4%
Nc1ncnc2c1ncn2[C@@H]1O[C@H](COS(=O)(=O)O)[C@@H](O)[C@H]1O | 6.0%
O=C(O)c1ccccc1C(=O)c1cccc2c(Br)cccc12 | -2.3%
CCN(CC(=O)Nc1ccc(OC)cc1)C(=O)c1ccc(N2CCCC2=O)cc1 | 0.8%
CCn1nnc2cc(C(=O)Nc3cc(OC)cc(OC)c3)ccc21 | 2.2%
Cc1ccc(OCC(=O)OCC(=O)NC2CCS(=O)(=O)C2)cc1C (stereo not given) | -3.4%
O=[N+]([O-])c1ccc(/C=N\N2CCN(Cc3ccccc3Cl)CC2)cc1 | 7.7%
CC(=O)C1(O)CCC2C3CCC4CC(=O)CCC4(C)C3C(=O)CC21C (stereo not given) | -8.1%
Cc1ccc(S(=O)(=O)N2CCC(C(=O)OCC(=O)N(C)Cc3ccccc3)CC2)cc1C | 0.7%
O=C1NC[C@H](c2ccccc2)OC(=O)[C@@H](Cc2ccc(F)cc2)C/C=C\C[C@H]1CC(=O)N(CCO)Cc1ccccc1 | -1.6%
CCN(CC)S(=O)(=O)c1ccc(C(=O)NNC(=O)c2csc(N3CCOCC3)n2)cc1 | 0.0%
CCC1(CC)CNC(=O)NC1 | -3.1%
O=C(CCN1C(=O)C2CC=CCC2C1=O)Nc1nc(-c2ccc(F)c(F)c2)cs1 (stereo not given) | 2.6%
CCOc1ccccc1N1CCN(C(=O)c2ccc3nc(N)sc3c2)CC1 | -8.4%
COc1ccc(OC)c(NC(=O)CSc2nc3[nH]c(=O)[nH]c(=O)c3s2)c1 | 3.6%
CCOC(=O)c1c(C)[nH]c(C(=O)OCC(=O)c2ccccc2)c1C | -4.4%
COc1ccc(NC(=O)N(C)C[C@H]2Oc3c(NC(=O)NC(C)C)cccc3C(=O)N([C@H](C)CO)C[C@@H]2C)cc1 | -16.7%
CCOC(=O)Cc1cc(=O)[nH]n(-c2ccccc2)c1=O | -12.1%
Cc1cccc(NC(=O)CSCC(=O)Nc2cccc(S(=O)(=O)N3CCCCCC3)c2)c1 | 0.0%
O=C(C1CC=CCC1)N1CCN(S(=O)(=O)c2ccc(F)cc2)CC1 (stereo not given) | -7.2%
O=C(COc1coc(CN2CCN(c3ccccc3)CC2)cc1=O)Nc1ccc(F)cc1 | -7.3%
C[C@@H]1CN([C@@H](C)CO)C(=O)CCCn2nncc2CO[C@@H]1CN(C)S(=O)(=O)c1ccc(-n2cccn2)cc1 | -2.3%
CC1CCCN(C(=O)COC(=O)CSc2ccc(C(N)=O)cc2[N+](=O)[O-])C1 (stereo not given) | -2.9%
CCN(CC)S(=O)(=O)c1ccc(N2CCOCC2)c(NC(=O)C(C)Oc2ccc(F)cc2)c1 (stereo not given) | 5.2%
Cc1c(C(=O)O)sc(S(=O)(=O)N2CCN(C(=O)CCc3ccccc3)CC2)c1C(=O)O | 4.3%
O=C(Cc1ccccc1F)NNC(=O)c1cccs1 | -0.8%
O=C(NCc1ccccc1Cl)c1cccc2c1C(=O)c1ccc(-c3ccc(OC(F)(F)F)cc3)cc1S2(=O)=O | -1.7%
CCOC(=O)c1c(NC(=O)COC(=O)Cn2cnc3c2c(=O)n(C)c(=O)n3C)sc(C)c1CC | -3.7%
Cc1cc(Br)ccc1NC(=O)CN(C)C(=O)CCSc1ccc(F)cc1 | -4.4%
O=C(O)c1ccc(-n2ncc(Cl)c(Cl)c2=O)cc1 | -1.7%
CCN(CC(=O)Nc1cc(Cl)ccc1C)C(=O)c1oc2ccc(OC)cc2c1C | 0.7%
c1ccc(CN2CCC3CC2c2cc(N4CCCCC4)ccc23)cc1 (stereo not given) | 1.6%

In the list so far, 11 have fluorine.
SMILES | NS5 inhibitors | others
O=C(O)c1ccccc1C(=O)c1cccc2c(F)cccc12 | -19.4%
COc1cc(COc2ccc(S(=O)(=O)N3CCOCC3)cc2[N+](=O)[O-])ccc1OC(F)F | -1.4%
CC(Sc1nnc(-c2ccncc2)n1C)C(=O)NCC(=O)Nc1ccc(F)c(F)c1F (stereo not given) | 4.9%
O=C1NC[C@H](c2ccccc2)OC(=O)[C@@H](Cc2ccc(F)cc2)C/C=C\C[C@H]1CC(=O)N(CCO)Cc1ccccc1 | -1.6%
O=C(CCN1C(=O)C2CC=CCC2C1=O)Nc1nc(-c2ccc(F)c(F)c2)cs1 (stereo not given) | 2.6%
O=C(C1CC=CCC1)N1CCN(S(=O)(=O)c2ccc(F)cc2)CC1 (stereo not given) | -7.2%
O=C(COc1coc(CN2CCN(c3ccccc3)CC2)cc1=O)Nc1ccc(F)cc1 | -7.3%
CCN(CC)S(=O)(=O)c1ccc(N2CCOCC2)c(NC(=O)C(C)Oc2ccc(F)cc2)c1 (stereo not given) | 5.2%
O=C(Cc1ccccc1F)NNC(=O)c1cccs1 | -0.8%
O=C(NCc1ccccc1Cl)c1cccc2c1C(=O)c1ccc(-c3ccc(OC(F)(F)F)cc3)cc1S2(=O)=O | -1.7%
Cc1cc(Br)ccc1NC(=O)CN(C)C(=O)CCSc1ccc(F)cc1 | -4.4%

The results go on.
SMILES | NS5 inhibitors | others
COc1ccc(CC(=O)NCc2ccc(F)cc2)cc1S(=O)(=O)N1CCOCC1 | -2.9%
C[C@@H](NC(=O)Cn1ccc(N)nc1=O)c1cccc2ccccc12 | -2.8%
CCCCCN(C(=O)CCC(=O)OC(C)C(=O)NC1CCCCC1)c1c(N)n(CCCC)c(=O)[nH]c1=O (stereo not given) | -7.4%
CCCCCCC1(C)NC(=O)N(C(C)C(=O)Nc2ccc(N3CCOCC3)cc2)C1=O (stereo not given) | -10.8%
O=S1(=O)CCN(Cc2ccccc2)CC1 | -6.3%
Cc1ccc(C(=O)OCC(=O)N(C)C2CCS(=O)(=O)C2)cc1S(=O)(=O)N1CCCCC1 (stereo not given) | -5.9%
COc1cccc(C(=O)OCC(=O)Nc2ccc(N3CCOCC3)cc2)c1 | -3.3%
O=C(/C=C/c1ccc2c(c1)OCO2)c1ccc(O)cc1O | 1.9%
CCn1nc(C(=O)NNS(=O)(=O)c2cc(/C=C/C(=O)O)cc(OC)c2OC)c2ccccc2c1=O | -0.8%
CCN(CC(=O)NCc1cccs1)C(=O)CN(C)S(=O)(=O)c1ccc(C)cc1 | -5.1%
Cc1ccc(C(=O)NCCCN2CCN(CCCNC(=O)c3ccc(C)cc3)CC2)cc1 | -7.4%
Nc1cc(SCc2ccc(Cl)cc2Cl)ncn1 | 2.4%
O=C(NCC1CCCO1)c1ccc2[nH]c3c(c2c1)CCCC3 (stereo not given) | 2.9%
CC(=O)Nc1ccc(NC(=O)CSc2ncc(C(=O)Nc3ccccc3)c(=O)n2C)cc1 | -8.0%
Cc1nc(Nc2nc3c(c(=O)[nH]2)CCC3)nc2ccccc12 | -18.3%
C=CCC[C@@H](Cc1ccc(F)cc1)C(=O)OC[C@H](Cc1c[nH]c2ccccc12)NC(=O)[C@H](CC=C)CC(=O)N(CCO)Cc1ccccc1 | -6.3% | NS5 inhibitors pilot replicate=-0.6
Clc1cccc(-c2nc(-c3ccc(-c4nn[nH]n4)cc3)no2)c1 | -10.2%
Cc1cc(NC(=O)CSCC(=O)Nc2ccccc2Oc2ccccc2)no1 | -8.6%
O=C(NNc1ccccc1)Nc1cc(Cl)ccc1Cl | -10.1%
O=C(OCC(=O)N1CCN(c2ccccc2)CC1)c1ccc(Cl)cc1[N+](=O)[O-] | 4.4%

3 neighbouring compounds out of the list so far, for reference:
SMILES | NS5 inhibitors | others
O=C(NCC1CCCO1)c1ccc2[nH]c3c(c2c1)CCCC3 (stereo not given) | 2.9%
CC(=O)Nc1ccc(NC(=O)CSc2ncc(C(=O)Nc3ccccc3)c(=O)n2C)cc1 | -8.0%
Cc1nc(Nc2nc3c(c(=O)[nH]2)CCC3)nc2ccccc12 | -18.3%

The list goes on:
SMILES | NS5 inhibitors | others
O=C(c1cccc(S(=O)(=O)N2CCOCC2)c1)N1CCN(c2ncccn2)CC1 | 3.8%
COc1ccc(-c2noc(CCC(=O)NC3CCCCCC3)n2)cc1OC | -0.6%
CC(C)=CCC/C(C)=C/CC/C(C)=C/COc1ccc2ccc(=O)oc2c1 | -1.2%
Cc1cc2c(cc1C)C(=O)C(Br)=C(N)C2=O | 28.4%
O=C(NCc1ccccc1)C1(CC2CC(c3ccccc3)=NO2)CCNCC1 (stereo not given) | -3.9%
O=C(CN1C(=O)NC2(CCCC2)C1=O)Nc1nc2ccccc2s1 | 0.0%
CN(Cc1ccc(OC(F)F)cc1)C(=O)C1CCN(S(=O)(=O)c2ccc3c(c2)OCCO3)CC1 | -3.0%
CCSc1ccccc1C(=O)N1CCC2(CC1)CC(=O)c1ccccc1O2 | 2.2%
COc1cc(NC(=O)CN2C(=O)c3ccccc3S2(=O)=O)cc(OC)c1 | -5.9%
CNS(=O)(=O)c1ccc2c(c1)[nH]c(=S)n2C | -1.1%
CC(=O)c1cccc(NC(=O)C(C)OC(=O)c2cc(=O)[nH]c3ccccc23)c1 (stereo not given) | -1.4%
C[C@@H]1CN([C@@H](C)CO)C(=O)c2cc(Br)cnc2O[C@H]1CN(C)C(=O)c1ccc2c(c1)OCO2 | -4.5%
Cc1cc(C(=O)O)ccc1[N+](=O)[O-] | -8.0%
COc1ccc(N(C)S(=O)(=O)c2ccc(Cl)c(C(=O)NCC(C)(C)N3CCOCC3)c2)cc1 | -15.5%
CN1C(=O)N(CC(=O)N2CCN(S(=O)(=O)c3ccc(Cl)s3)CC2)C(=O)C12CCCCC2 | 0.0%
Cc1cc(C)cc(NC(=O)COC(=O)COc2cccc3c2OC(C)(C)C3)c1 | -3.0%
COc1ccc(/C=C/C(=O)OCC(=O)NC2CC2)c(OC)c1 | -14.0%
COc1cccc(C2c3cc4c(cc3OC(N3CCCC3)C2C)OCO4)c1O (stereo not given) | 7.7%
CCC1(c2ccccc2)NC(=O)N(CC(=O)Nc2ccccc2C(=O)N2CCCCC2)C1=O (stereo not given) | 5.1%
